PTHR1 ag: PTHR1 (human) receptor agonism; Q03431; HEK293 GP2 PTHR1 cells, GloSensor cAMP luminescence, 1 h; Potency, µM (highest dose often 115 µM), for inactives: top-dose activation, usual class: activators; 410,000 compounds, 0.075% hits; AID 743266; further: potency means the concentration at half of the fitted maximal effect; nearly all actives have a fitted effect of over 55% in size; some results filed as inactive show a strong effect at the top dose; inactives centre near -15; many of its hits are not listed in these tables
Target sequence (Q03431 whole entry, looked up): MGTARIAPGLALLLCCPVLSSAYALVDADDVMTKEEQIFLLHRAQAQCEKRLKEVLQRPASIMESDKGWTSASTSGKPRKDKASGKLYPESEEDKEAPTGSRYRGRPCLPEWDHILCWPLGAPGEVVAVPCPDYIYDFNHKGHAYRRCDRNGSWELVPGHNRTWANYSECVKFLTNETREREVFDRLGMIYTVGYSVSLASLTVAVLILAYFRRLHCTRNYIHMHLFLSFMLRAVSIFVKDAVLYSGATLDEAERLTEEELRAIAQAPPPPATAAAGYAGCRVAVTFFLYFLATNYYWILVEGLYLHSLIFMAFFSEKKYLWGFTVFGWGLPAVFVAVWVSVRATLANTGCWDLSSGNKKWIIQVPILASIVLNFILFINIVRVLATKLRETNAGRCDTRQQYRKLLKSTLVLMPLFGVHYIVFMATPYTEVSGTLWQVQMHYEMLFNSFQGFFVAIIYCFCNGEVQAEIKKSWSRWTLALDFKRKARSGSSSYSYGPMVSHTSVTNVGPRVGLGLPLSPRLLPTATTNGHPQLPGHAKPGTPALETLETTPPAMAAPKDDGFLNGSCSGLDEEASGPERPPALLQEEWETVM
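HEK-293-derived GP2 cells expressing PTHR1 and a GloSensor cAMP reporter, 3,000/well, plated overnight, given luciferin plus IBMX (each 0.5 mM as added) for 1 h at 37 °C, then compound for 1 h at 37 °C. Luminescence was read after 15 min at room temperature.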
DRD3 agonist: activates the human D3 dopamine receptor; P35462; D3R DiscoveRx beta-arrestin cells, luminescence, 90 min; max activation, %; 410,000 compounds, 0.58% hits; in the data active means max activation above about 30%; further: 0% is about no effect; mostly tested at two doses, the higher about 12 µM
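Agonist mode: compounds and dopamine controls were applied to plated cells for 90 min at 37 degrees C after an overnight attachment at 1500 cells/well. Luminescent read-out followed 30 - 60 minutes at room temperature with DiscoveRx detection reagent.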
aSyn rescue: rescues yeast growth from alpha-synuclein toxicity. 370,000 compounds, 0.14% hits. Yeast expressing alpha-synuclein, growth rescue, BacTiter-Glo, 24 h. Potency, µM (top dose mostly 46.1 µM), inactives show at the highest dose growth rescue (activation), hits mostly activators; further: potency means the concentration at half of the fitted maximal effect; % of control where 0% means no effect; nearly all actives have a fitted effect of over 65% in size
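Screening used galactose-induced yeast with toxic alpha-synuclein levels, exposed to compound for 24 hr at 30 deg C. Cell growth, read with BacTiter-Glo luminescence, gave the measured signal.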
TDP-43 yeast inh: rescues yeast growth from TDP-43 toxicity | TDP-43 expressing yeast growth rescue, BacTiter-Glo, 24 h | Potency, µM (series often up to 46.1 µM), for the others: at the highest dose growth rescue (activation), hits mostly activators | 410,000 compounds, 1.8% hits; further: potency means the concentration at half of the fitted maximal effect; % of control where 0% means no effect; nearly all actives have a fitted effect of over 50% in size
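Yeast cells expressing TDP-43 under galactose induction are exposed to compounds for 24 hr at 30 deg C. BacTiter-Glo luminescence measures growth, so protective compounds score as activators.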
KB-V1 MDR tox: KB-V1 MDR subline cytotoxicity. KB-V1 MDR cells viability, CellTiter-Glo, 72 h. Potency, µM (titrated, usually from 46.1 µM), inactives show at the highest dose activity change, negative = cytotoxicity, most hits filed as cytotoxic. 400,000 compounds, 3.4% hits. AID 1347076; further: potency means the concentration at half of the fitted maximal effect; on the % scale 0 is the no-effect control and ±100 the full control effect; nearly all actives have a fitted effect of over 60% in size
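In this primary screen, KB-V1 cells overexpressing P-gp are incubated with library compounds (lowest to highest concentration) for 72 h at 37 degrees C before a luminescent ATP viability read.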
DRD3 antagonist: blocks the human D3 dopamine receptor | P35462 | D3R cells, DiscoveRx beta-arrestin luminescence, antagonist mode; hits give low values | max response, negative = inhibition, % | 360,000 compounds, 2.5% hits | AID 652054; in the data active means max response below about -50%; inconclusive means no clear call, values can overlap the other calls; further: on the % scale 0 is the no-effect control and ±100 the full control effect; mostly tested at two doses, the higher about 12 µM
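Cells plated overnight at 1500 cells/well, then exposed to library compounds with dopamine controls for 90 minutes at 37 degrees C. DiscoveRx reagent added for 30–60 minutes at room temperature; luminescence read, quantitative HTS format.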
GLP-1R agonist: agonists of human GLP-1 receptor | P43220 | HEK293 GLP-1R CRE-luciferase, luminescence, 4-6 h; cells express a hypersensitive GLP-1R form | Potency, µM (highest dose often 45.6 µM), without a hit: at the top dose activation, hits mostly activators | 380,000 compounds, 0.007% hits; further: potency means the concentration at half of the fitted maximal effect; % of control where 0% means no effect
Target sequence (P43220 whole entry, looked up): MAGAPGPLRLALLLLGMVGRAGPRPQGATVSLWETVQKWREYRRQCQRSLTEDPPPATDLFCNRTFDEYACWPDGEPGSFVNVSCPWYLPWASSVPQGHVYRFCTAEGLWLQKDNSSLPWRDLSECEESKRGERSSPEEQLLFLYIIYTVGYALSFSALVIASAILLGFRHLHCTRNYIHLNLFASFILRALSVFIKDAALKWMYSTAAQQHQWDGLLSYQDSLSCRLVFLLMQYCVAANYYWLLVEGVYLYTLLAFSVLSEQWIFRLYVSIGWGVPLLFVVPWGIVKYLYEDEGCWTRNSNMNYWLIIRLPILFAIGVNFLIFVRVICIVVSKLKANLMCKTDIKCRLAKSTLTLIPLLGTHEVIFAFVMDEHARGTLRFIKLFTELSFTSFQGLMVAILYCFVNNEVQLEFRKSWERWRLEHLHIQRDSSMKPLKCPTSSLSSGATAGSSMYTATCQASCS
GLP-1R inv ag: inverse agonists of human GLP-1 receptor; P43220; HEK293 GLP-1R CRE-luciferase, luminescence, 24 h; GLP-1R form is constitutively active; Potency, µM (series often up to 38.3 µM), inactives show top-dose activity change, negative = inhibition, hits mostly inhibitors; 410,000 compounds, 1.6% hits; further: potency means the concentration at half of the fitted maximal effect; on the % scale 0 is the no-effect control and ±100 the full control effect; nearly all actives have a fitted effect of over 55% in size
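qHTS in 1536-well format: reporter HEK293 cells expressing constitutive GLP-1R activity in DMEM + 10% Nu serum, 24 hr with compounds at 37 deg C, luminescence read after 12 min with detection reagent.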
HEK293 tox: cytotoxicity counter-screen for GLP-1 receptor inverse agonists | 410,000 compounds, 0.13% hits | Potency, µM (titrated, usually from 38.3 µM), inactives show top-dose activity change, negative = inhibition, usual class: inhibitors | HEK293 cAMP-luciferase reporter cells, luminescence, 24 h | AID 624418;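 further: loss of luciferase light is scored as toxicity; potency means the concentration at half of the fitted maximal effect; on the % scale 0 is the no-effect control and ±100 the full control effect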
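1536-well qHTS counterscreen of the MLSMR; 200 cells/uL, 12 h pre-incubation, 23 nL cpd, 24 h at 37 deg C 5% CO2, luciferase detection reagent, 12 min RT, luminescence. Inhibition = undesired.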
Starred values were filed as active, the others as inactive; i = inactive; ? = inconclusive; / = not tested or not shown; [ ] = dose if it differs, or a comment. Unless noted, the call rests on the fitted dose curve; in most records, active means well fitted curve in the direction sought with a large enough effect; inconclusive means small, poorly fitted or top-dose-only effect, or another doubt; inactive means no such curve, though single readings can be large; an effect the other way counts as inactive or inconclusive. Some of the compounds tested; rates above refer to the full screens.

1. Cc1ccc(OCc2ccccc2Br)c([N+](=O)[O-])n1
2. COc1ccc(CC(=O)N2CCN(S(=O)(=O)c3cccs3)CC2)cc1OC
3. COc1ccc(OC)c(N(CC(=O)NCCSCc2ccco2)S(=O)(=O)c2ccc(OC)c(OC)c2)c1
4. CCc1noc(C)c1C(=O)Nc1nc2ccc(F)cc2s1
5. CCC(Oc1ccccc1)C(=O)Nc1ccc(S(=O)(=O)Nc2cc(C)on2)cc1 (stereo not given)
6. CCCCSc1ncnc2[nH]ncc12
7. COc1ccc(C(=O)Cc2cc3cccc(OC)c3oc2=O)cc1
8. CCCCCc1cc(=O)oc2c(C(CCN3CCN(c4ccccc4)CC3)c3ccc(N(C)C)cc3)c(OC)cc(OC)c12 (stereo not given)
entry no.,1,2,3,4,5,6,7,8
PTHR1 ag,i,-17%,i,-22%,-11%,-49%[inhibitor],-28%,-8%
DRD3 agonist,0,6,2,15,-12,-6,-1,-45
aSyn rescue,1%,-1%,-4%,3%,1%,25%,-1%,-37%[inhibitor]
TDP-43 yeast inh,10µM*,14%,22%,22%,-13%,27%,0%,-22%
KB-V1 MDR tox,4%,-20%,?,-9%,8%,?,0%,-15%
DRD3 antagonist,5,13,11,12,-8,-14,8,-52*
GLP-1R agonist,23%,11%,-1%,8%,6%,-5%,17%,-6%
GLP-1R inv ag,-3%,1%,-2%,4%,8%,63%[activator],18%,?
HEK293 tox,-6%,-1%,?,16%,-3%,7%,-10%,0%

9. Cc1c(NC(=S)NC(=O)CSc2ccc(Cl)cc2)cccc1C(=O)O
10. CCCCn1c(N)c(N(CCOC)C(=O)c2cc(Cl)nc3ccccc23)c(=O)[nH]c1=O
11. COC(=O)c1cc2oc3ccccc3c2n1CC(=O)Nc1ccc(Cl)cc1F
12. CCOCCCNc1nc(=S)[nH]c2cc(OC)c(OC)cc12
13. COc1ccc(NC(=O)NC2(C(=O)N3CCCC3)CCCCC2)cc1
14. CCCN(CCC)CCNC(=O)c1cc2c(=O)n(CC)c3ccccc3c2s1
15. COc1cc(-c2nc(-c3cccc(C)c3)no2)cc(OC)c1OC
16. Cc1ccc([N+](=O)[O-])c(OCCN2CCNCC2)c1
entry no.,9,10,11,12,13,14,15,16
PTHR1 ag,-21%,i,i,i,i,i,?,i
DRD3 agonist,6,2,2,1,-1,-13,58*,27
aSyn rescue,5%,1%,/,-8%,4%,-6%,-37%[inhibitor],2%
TDP-43 yeast inh,4%,3%,11%,-5%,-15%,-21%,-19%,-6%
KB-V1 MDR tox,/,7%,-19%,-6%,?,-20%,9%,-12%
DRD3 antagonist,13,-5,/,-27,2,?,40,-62*
GLP-1R agonist,-1%,-8%,/,-7%,8%,2%,11%,-1%
GLP-1R inv ag,8%,5%,15%,14%,14%,-26%,0%,-3%
HEK293 tox,14%,4%,-4%,7%,-3%,-13%,51%[activator],5%

17. O=C(CSc1cc(Cl)ccc1Cl)NCCCn1ccnc1
18. COc1ccc(NC2CCCN(C(=O)CSc3ccncc3)C2)cc1 (stereo not given)
19. O=C(N/N=C/c1cccc([N+](=O)[O-])c1)c1cccs1
20. O=C(Nc1ccc(Cl)cc1)c1csc([C@@H]2O[C@H](CO)[C@H](O)[C@H](O)[C@H]2O)n1
21. Cn1c(N)c(C(=O)COC(=O)Cn2cc(C(F)(F)F)ccc2=O)c(=O)n(C)c1=O
22. CCc1ccc(N2CC(C(=O)Nc3ccc(S(=O)(=O)Nc4ncccn4)cc3)CC2=O)cc1 (stereo not given)
23. CCOc1ccc2nc(N(CCCN(C)C)C(=O)c3ccc(C(=O)c4ccccc4)cc3)sc2c1
24. CCOC(=O)C1CCCN(C(=O)c2cccnc2Oc2ccccc2)CC1 (stereo not given)
entry no.,17,18,19,20,21,22,23,24
PTHR1 ag,-8%,-20%,?,-4%,i,i,10%,i
DRD3 agonist,5,-2,-5,-8,5,4,-7,-1
aSyn rescue,0%,-5%,-3%,-4%,0%,-1%,-4%,-13%
TDP-43 yeast inh,-5%,-1%,3%,-3%,11%,-6%,-10%,0%
KB-V1 MDR tox,3%,-2%,?,2%,?,16%,-6%,4%
DRD3 antagonist,3,-12,2,-15,?,-1,-22,-1
GLP-1R agonist,10%,-1%,17%,0%,-20%,2%,-1%,13%
GLP-1R inv ag,-21%,-6%,45%[activator],15%,-18%,35%[activator],?,21%
HEK293 tox,0%,0%,-5%,8%,-19%,-7%,?,-2%

From no. 8 up to 11, copied from above:
8. CCCCCc1cc(=O)oc2c(C(CCN3CCN(c4ccccc4)CC3)c3ccc(N(C)C)cc3)c(OC)cc(OC)c12 (stereo not given)
9. Cc1c(NC(=S)NC(=O)CSc2ccc(Cl)cc2)cccc1C(=O)O
10. CCCCn1c(N)c(N(CCOC)C(=O)c2cc(Cl)nc3ccccc23)c(=O)[nH]c1=O
11. COC(=O)c1cc2oc3ccccc3c2n1CC(=O)Nc1ccc(Cl)cc1F
entry no.,8,9,10,11
PTHR1 ag,-8%,-21%,i,i
DRD3 agonist,-45,6,2,2
aSyn rescue,-37%[inhibitor],5%,1%,/
TDP-43 yeast inh,-22%,4%,3%,11%
KB-V1 MDR tox,-15%,/,7%,-19%
DRD3 antagonist,-52*,13,-5,/
GLP-1R agonist,-6%,-1%,-8%,/
GLP-1R inv ag,?,8%,5%,15%
HEK293 tox,0%,14%,4%,-4%

Remaining list, next part
25. O=C(C[C@H]1C(=O)N(c2ccccc2)C[C@@H]1Cc1ccccc1)Nc1ccc(Br)cc1
26. Nc1nc2nc(-c3cccs3)cc(C(F)(F)F)n2n1
27. CSc1ccc(Cl)c(C(=O)NNC(=O)c2csc(N3CCOCC3)n2)c1
28. O=C(CN1CCCCC1)NC(=O)NC1CCCCC1
29. COc1cccc(C(=O)Nc2ccc3[nH]c(=O)[nH]c3c2)c1OC
30. CC(C)(C)c1ccc(C(=O)NC(=S)NNC(=O)COc2ccccc2)cc1
31. COc1ccccc1C1CC(=O)Oc2cc(C)c(Cl)cc21 (stereo not given)
32. COc1cc(OC)c(Nc2cc(C)nc3nc(C)nn23)cc1Cl
entry no.,25,26,27,28,29,30,31,32
PTHR1 ag,i,i,i,-13%,-17%,-17%,-26%,i
DRD3 agonist,-6,1,2,1,-3,5,0,0
aSyn rescue,12%,12%,1%,-6%,0%,?,4%,-12%
TDP-43 yeast inh,28%,0%,-8%,12%,-1%,13µM*,3%,4%
KB-V1 MDR tox,?,-1%,-29%,?,0.73µM*,0%,-1%,12%
DRD3 antagonist,-22,1,13,7,-7,-4,-11,-16
GLP-1R agonist,-8%,16%,4%,-6%,7%,-6%,5%,13%
GLP-1R inv ag,?,114%[activator],9%,11%,47%[activator],0%,-5%,43%[activator]
HEK293 tox,0%,/,-3%,-6%,9%,-4%,-9%,0%

33. O=C(c1ccc2c(c1)OCCO2)C1CCN(S(=O)(=O)c2ccccc2F)CC1
34. CN1CCN(c2nc3c(S(=O)(=O)c4ccc(Br)cc4)nnn3c3ccsc23)CC1
35. CCOC(=O)N1CCC(NC(=O)c2ccc3c(=O)n4c(nc3c2)CCCC4)CC1
36. CCOC(=O)C1CCCN(c2c(C(=O)c3ccccc3)cnc3ccc(OC)cc23)C1 (stereo not given)
37. O=C(O)CCC(=O)N1CCc2cc(S(=O)(=O)N3CCN(c4ccc(F)cc4)CC3)ccc21
38. Cc1ccc(C(=O)N2CCC(C)CC2)cc1C
39. Cc1cccc(NC(=O)C2CCCCN2S(=O)(=O)c2ccccc2)c1C (stereo not given)
40. OC[C@H]1O[C@@H](c2nc3ccc(-c4nc(-c5cccs5)no4)cc3[nH]2)C[C@@H]1O
entry no.,33,34,35,36,37,38,39,40
PTHR1 ag,?,i,i,i,-8%,-3%[57.5 µM],-60%[inhibitor],-56%[inhibitor]
DRD3 agonist,-36,3,2,-9,-6,4,-3,8
aSyn rescue,12%,/,-1%,?,1%,8%,-4%,0%
TDP-43 yeast inh,?,-6%,10%,?,-16%,12%,?,10%
KB-V1 MDR tox,23µM*,/,-12%,?,-21%,1%,0%,4%
DRD3 antagonist,-13,/,8,-26,-3,8,-17,0
GLP-1R agonist,-3%,/,0%,20%,-12%,4%,-8%,-4%
GLP-1R inv ag,0%,11%,25%,?,10%,-33%,?,-9%
HEK293 tox,4%,-1%,-4%,-29%,0%,2%,2%,2%

41. Cc1ccc(C(=O)Nc2oc(-c3ccccc3)cc2C#N)cc1
42. COc1ccc2c(c1)CC(C(=O)Nc1ccc(OC)cc1OC)CO2 (stereo not given)
43. Cc1ccc(-n2c(C)n[nH]c2=S)cc1C
44. Cc1cc(C)cc(NC(=O)Cn2nc(N3CCN(c4ccccc4)CC3)ccc2=O)c1
45. Cc1ccc([C@H]2C[C@@H](O)[C@H](n3cc(C4CC4)nn3)CN2CC2CCCCC2)cc1
46. Cc1cc(C(=O)N/N=C2\CC(=O)c3ccccc32)c(C)n1-c1ccc(F)cc1
47. CC(C)CC1(C2CCCC2)NC(=O)NC1=O (stereo not given)
48. Cc1ccc(C2c3c(-c4ccccc4O)n[nH]c3C(=O)N2CCc2ccccc2)cc1 (stereo not given)
entry no.,41,42,43,44,45,46,47,48
PTHR1 ag,i,-18%,-4%,i,-20%,-3%,i,-13%
DRD3 agonist,-9,-9,3,-2,0,5,2,22
aSyn rescue,1%,/,5%,/,-4%,3%,3%,/
TDP-43 yeast inh,-15%,12%[9.22 µM],-2%,20%,25%,0%,-4%,0%
KB-V1 MDR tox,16%,?,4%,0%,-16%,-5%,27%,/
DRD3 antagonist,-4,/,0,/,-19,-2,1,/
GLP-1R agonist,-29%,/,-4%,/,8%,10%,6%,/
GLP-1R inv ag,14%,-14%,19%,?,-3%,-9%,9%,?
HEK293 tox,2%,-18%,-8%,-9%,-3%,-18%,-2%,-30%

Screening data (PubChem)
